sdo1 growth: compounds rescuing growth of sdo1-depleted yeast, bone marrow failure model. hit rate 0.21% among 140,000. S. cerevisiae sdo1-depleted JHY4D growth rescue, OD600 30 h; hits give high values; pdr5 snq2 efflux-pump mutant strain. z-score at 10 µM;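 active = z-score above 3 at both the 24 hr and the 30 hr optical density reads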;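 also: z-score against mean and SD of all compound wells on the same plate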
Insulin prom inh: TRM-6 insulin promoter activity inhibition; TRM-6 cells (human fetal islet line), insulin promoter-eGFP reporter, imaging; reporter expression induced with tamoxifen; inhibition, % at 2 µM; hit rate 0.9% among 130,000; AID 1273;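 active = inhibition above the mean plus 3 SD, with well images judged a real hit on visual review, cut at about 60% in these data, passing the limit was not always enough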
sdo1 growth Rescue 24 h: further read-out of sdo1 growth, marked with its call; z-score; S. cerevisiae sdo1-depleted JHY4D growth rescue, OD600; measured here: growth rescue at 24 h;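 0 is the plate mean of compound wells and units are plate SD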
* = called active by the depositor; nt = no result given.

compound,sdo1 growth,sdo1 growth Rescue 24 h,Insulin prom inh
CCOC(=O)c1cc(-c2ccccc2)sc1NC(=O)C(C)N1C(=O)NC(C)(c2ccc(Cl)cc2)C1=O (configuration not stated),0.04,0,41.4
O=C(COC(=O)c1cccc(NS(=O)(=O)/C=C/c2ccccc2)c1)Nc1ccccc1OC(F)F,-0.95,-0.94,15.6
Cc1nn(C)c(=O)n1-c1ccc(Oc2ccccc2)cc1,-0.55,-0.37,nt
[O-][n+]1c2c(nn1-c1ccc(Cl)c(Cl)c1)-c1nonc1CC2,nt,nt,36.4
Cc1cccc(COCC(Cc2ccccc2)N2CCN(C(=O)c3ccc(C(F)(F)F)cc3)CCC2=O)c1 (configuration not stated),-0.48,-0.62,-55.0
O=C(Nc1ccncc1)c1ccc(-c2ccccc2)cc1,nt,nt,-38.5
Cn1c(SCc2cc(=O)[nH]c3ccccc23)nnc1-c1ccco1,0.71,0.63,11.6
O=C(NC(=S)Nc1ccc(S(=O)(=O)Nc2nccs2)cc1)c1ccc(F)c(F)c1,1.1,0.63,nt
CSc1ccccc1NC(=O)c1ccccc1,nt,nt,-14.3
CC1(C)Cc2c(c(N3CCOCC3)nc3sc4c(NCc5ccco5)nnnc4c23)CS1,0.06,0.86,50.0
Cc1c(Cl)c([N+](=O)[O-])nn1CC(=O)N1CCCC1,0.35,-1.17,-6.7
CCOc1ccc(C(=O)NC2CCN(C(=S)NCc3ccco3)CC2)cc1,0.09,-0.82,29.0
Cc1cccc(OCCN2C(=O)C(=O)c3cccc(C)c32)c1,-0.48,-0.66,nt
N#Cc1c(NC(=O)CCn2cnc3ccccc3c2=O)oc(-c2ccccc2)c1-c1ccccc1,-0.24,1.14,75.0*
O=C(c1ccccc1[N+](=O)[O-])N1CCCN(C(=O)c2ccccc2[N+](=O)[O-])CC1,0.13,0.05,0.0
CC(NC(=O)Nc1ccccc1)C(c1ccccc1)N1CCOCC1 (configuration not stated),0.7,0.03,11.5
CCOc1cc(C)c(Cl)cc1S(=O)(=O)NCCOC,-0.08,-0.82,14.3
O=[N+]([O-])c1ccc(N=NNc2ccccc2)cc1,nt,nt,64.3
CC1(C)Cc2nc3sc4c(N(CCO)CCO)ncnc4c3cc2CO1,1.25,1.09,48.0
COc1ccc(N2CCN(C(=O)C3=NNC(=O)CC3)CC2)cc1,-0.63,-1.53,20.6
COc1ccc(OCC(=O)N/N=C(\C)CC(=O)Nc2cccc([N+](=O)[O-])c2)cc1,nt,nt,53.3
CCCn1c(=O)[nH]c(=O)c2c1nc(-c1ccc(OC)c(Br)c1)n2CCOC,nt,nt,-40.0
CC(C)(C)c1cc(=O)n2c(C#N)c(C#N)nc2[nH]1,0.61,0.69,-9.1
O=C1CC(Nc2ccc3ccccc3c2)C(=O)N1Cc1ccccc1 (configuration not stated),-1.34,-1.03,-24.1
CCC(Oc1ccccc1)C(=O)Nc1nnc(C)s1 (configuration not stated),0.35,0.03,-61.1
COc1ccc(S(=O)(=O)NCCc2ccccc2)cc1,-1.08,-1.26,nt
CN1CCN(C(=S)c2ccc(N(C)C)cc2)CC1,0.37,0.02,44.2
O=C(CSc1ncccn1)NC(=O)NCc1ccccc1,1.1,0.88,-61.3
OCCCN=c1cc(-c2ccccc2)oc2ccc(Cl)cc12,-0.46,-1.14,21.4
Oc1ccc(-c2cn3c(n2)SCC3)cc1,0.66,1.04,-12.9
COc1ccccc1N1CCN(C(=O)c2c(-c3ccccc3)noc2C)CC1,0.72,0.7,nt
CCCc1nc2c([nH]1)C(c1cccnc1)C(C#N)=C(N)O2 (configuration not stated),0.33,0.3,6.7
Cc1ccc2c(c1)C(=O)C(=O)N2CC(=O)Nc1ccc(N2CCOCC2)cc1,nt,nt,0.0
O=C(NCN1CCCCC1)c1cnccn1,0.59,-0.94,-65.8
COc1cc(Br)cc(CN2CCN(C=O)CC2)c1O,0.58,0.05,-40.0
CCCOc1ccc(C(=O)ON=C2CCN(C)CC2)cc1,nt,nt,21.4
Cc1cccc(C(=O)NC(=S)NNC(=O)c2ccc(Cl)cc2)c1,-0.59,-0.07,25.5
CC(=O)Nc1ccc(S(=O)(=O)Nc2nc3ccccc3nc2Nc2ccccc2)cc1,-0.85,-1.21,50.0
C/C(=N\Nc1ccc([N+](=O)[O-])cc1[N+](=O)[O-])C(C)(C)C(C(=O)O)C(=O)O,1.04,1.41,nt
COc1ccc(C(=O)c2sc3nc(-c4ccccc4)ccc3c2N)cc1,-0.63,0.05,-207.4

As entered above.
sdo1 growth Rescue 24 h result of CC(=O)Nc1ccc(S(=O)(=O)Nc2nc3ccccc3nc2Nc2ccccc2)cc1 → -1.21
sdo1 growth Rescue 24 h result of C/C(=N\Nc1ccc([N+](=O)[O-])cc1[N+](=O)[O-])C(C)(C)C(C(=O)O)C(=O)O → 1.41
Insulin prom inh result of Cc1ccc2c(c1)C(=O)C(=O)N2CC(=O)Nc1ccc(N2CCOCC2)cc1 → 0.0

Going on with the list.
compound,sdo1 growth,sdo1 growth Rescue 24 h,Insulin prom inh
COCC(=O)N(C)c1nnc(-c2cnc(C)cn2)s1,0.77,0.93,nt
O=C(C/C(=N/O)c1ccccc1O)C(F)F,-0.28,-0.6,nt
O=C(CN1C(=O)CCC1=O)Nc1nc(-c2ccccn2)cs1,1.08,1.22,nt
CC1(C)Cc2ccccc2-c2nnc(SCC(=O)Nc3nc4ccccc4s3)n21,-1.68,-0.63,-18.8
NC(=O)SCC(=O)Nc1ccc(Cl)cc1,-2.13,-1.37,-30.8
COc1ccc(OCC(=O)N/N=C(\C)c2ccc(-n3ccnc3)cc2)cc1,-0.06,-0.6,nt
CCOC(=O)C(=O)N1CCN(c2ccccc2OC)CC1,nt,nt,42.1
O=C(CCC1CCCC1)N1CCN(C(=O)COc2ccccc2)CC1,0.36,-0.42,nt
CN(C)c1ccc(CNc2ncc(Br)cc2Br)cc1,-0.96,-0.88,0.0
O=C(Nc1ccccc1)c1cccc(S(=O)(=O)Nc2ccccn2)c1,1.09,0.04,-17.6
CC1(C)CC(=O)C=C(Nc2ccccn2)C1,0.56,-0.33,32.3
CN(C)c1ccc(/C=N/NC(=O)c2ccc(Cl)cc2)cc1,0.65,0.62,-196.4
CC(C)CC(NC(=O)C(Cc1ccc(OCc2ccccc2)cc1)NC(=O)OC(C)(C)C)C(N)=O (configuration not stated),-0.7,-0.1,-58.3
CCOC(=O)C(C(=O)Nc1cccc(C)n1)C1CCCCC1 (configuration not stated),0.88,1.22,nt
CCOC(=O)CN(Cc1ccc(OC)c(OC)c1)S(=O)(=O)c1ccc(OC)cc1,-0.93,-2.04,42.5
Cc1ccc(C2(C)NC(=O)N(CC(=O)Nc3cccnc3Cl)C2=O)cc1 (configuration not stated),nt,nt,-3.7

Nothing new here: 2 of the compounds above.
compound,sdo1 growth,sdo1 growth Rescue 24 h,Insulin prom inh
CCOC(=O)CN(Cc1ccc(OC)c(OC)c1)S(=O)(=O)c1ccc(OC)cc1,-0.93,-2.04,42.5
Cc1ccc(C2(C)NC(=O)N(CC(=O)Nc3cccnc3Cl)C2=O)cc1 (configuration not stated),nt,nt,-3.7

The list continues:
compound,sdo1 growth,sdo1 growth Rescue 24 h,Insulin prom inh
O=C(COC(=O)[C@@H]1CCCN1S(=O)(=O)c1ccc(Cl)cc1)NC12CC3CC(CC(C3)C1)C2,-0.73,-0.57,nt
CCOc1ccccc1NC(=O)c1ccc(NC(=O)c2ccco2)cc1,-0.76,-0.56,43.8
CCOC(=O)c1cc(-c2ccccc2)sc1NC(=O)C(C)OC(=O)c1cccnc1Cl (configuration not stated),-0.66,0.97,36.4
COc1ccc(CS(=O)(=O)c2nc(C)cc(C)c2S(C)(=O)=O)cc1,nt,nt,-81.2
COc1ccc(NC(=O)c2c(OC)cccc2OC)c(OC)c1,0.28,-0.62,30.2
Cc1cc(=S)[nH]c2ccccc12,-0.05,-0.75,nt
Cc1cc(C)nc(SCc2cc(=O)c(OC(=O)c3ccco3)co2)n1,0.25,-0.22,30.0
O=C(CNCc1ccc(Cl)cc1)Nc1cccc(C(=O)O)c1,nt,nt,38.5

In the list so far, these have bromine.
compound,sdo1 growth,sdo1 growth Rescue 24 h,Insulin prom inh
CCCn1c(=O)[nH]c(=O)c2c1nc(-c1ccc(OC)c(Br)c1)n2CCOC,nt,nt,-40.0
COc1cc(Br)cc(CN2CCN(C=O)CC2)c1O,0.58,0.05,-40.0
CN(C)c1ccc(CNc2ncc(Br)cc2Br)cc1,-0.96,-0.88,0.0

Entries from the list above with two or more sulfur atoms (4):
compound,sdo1 growth,sdo1 growth Rescue 24 h,Insulin prom inh
O=C(NC(=S)Nc1ccc(S(=O)(=O)Nc2nccs2)cc1)c1ccc(F)c(F)c1,1.1,0.63,nt
CC1(C)Cc2c(c(N3CCOCC3)nc3sc4c(NCc5ccco5)nnnc4c23)CS1,0.06,0.86,50.0
CC1(C)Cc2ccccc2-c2nnc(SCC(=O)Nc3nc4ccccc4s3)n21,-1.68,-0.63,-18.8
COc1ccc(CS(=O)(=O)c2nc(C)cc(C)c2S(C)(=O)=O)cc1,nt,nt,-81.2

(list continues)
compound,sdo1 growth,sdo1 growth Rescue 24 h,Insulin prom inh
CC(=O)Nc1sc(N/N=C\c2cccc(Cl)c2)nc1-c1cccs1,-1.99,-1.61,-41.2
Cc1nccn1-c1ccc(C(F)(F)F)cc1[N+](=O)[O-],nt,nt,72.7*
c1ccc(-c2ncnc3nc4n(c23)CCC4)cc1,0.48,-0.29,-9.5
Oc1cc(Cc2ccccc2)cnc1CN1CCCCC1,-0.42,-0.65,-9.7
Cc1cccc(NC(=O)N2CCC(NC(=O)c3ccccc3C)CC2)c1,0.29,0.12,-6.1
O=c1c(F)cn(C2CCCO2)c(=O)n1Cc1c(F)cccc1Cl (configuration not stated),0.4,0.93,-84.6
CCOC(=O)NC(=O)COC(=O)c1ccc(Sc2ncn[nH]2)c([N+](=O)[O-])c1,nt,nt,27.3
O=C(Oc1cccc(Br)c1)c1cccnc1,0.53,-0.4,-16.7
NC(=O)CSc1nc2cc([N+](=O)[O-])ccc2n1-c1cccc(C(F)(F)F)c1,0.85,0.33,16.1
CCOC(=O)N1CCN(C(=O)COc2ccc3c(c2)C(=O)CC2(CCN(C(C)=O)CC2)O3)CC1,-0.24,-0.74,nt
Cc1ccc(C(=O)Nc2ccc(C(=O)N/N=C/c3ccncc3)cc2)cc1,nt,nt,38.1
CCn1c2ccccc2c2cc(NC(=O)CSc3nnc(-c4cccc(F)c4)o3)ccc21,-1.87,-1.31,-10.8
Cc1nnnn1/C(=C\c1ccccc1)C(=O)OCC(=O)NC(C)(C)C,-0.55,-0.76,-25.8
CCc1nc(SCc2cccnc2)c(C#N)cc1C,-1.4,-0.86,-1.3
CCN(CC)c1ccc2cc(C(=O)Nc3ccccn3)c(=O)oc2c1,-0.97,-0.66,3.1
Cc1cc(C)c2nc(N3CCCN(C(=O)c4cnccn4)CC3)c(C#N)cc2c1,-1.85,-1.78,-27.3
CCCn1nnc(NC(=O)c2cccc(OCC(C)C)c2)n1,-0.27,-0.45,25.0
O=C(c1nnc(-c2ccc(Cl)cc2)o1)C1CCCC1,nt,nt,0.0
CC1CN(C(=O)c2cc3c(=O)n4ccccc4nc3s2)CC(C)O1 (configuration not stated),0.07,-0.51,23.1
Cc1oc(C(C)(C)C)cc1C(=O)NCC(=O)NCC(=O)O,-0.12,-0.51,27.8
Cc1cc(/C=N\NC(=O)CC(=O)NC2CCCCC2)c(C)n1-c1ccc(Cl)c(Cl)c1,-1.65,-1.6,-35.7
Cc1c(C(=O)CN2CCSCC2)c2ccccc2n1C,-0.03,-0.62,20.9
COC(=O)c1ccc2nc(NC(=O)CN3C(=O)CCC3=O)sc2c1,1.59,2.1,nt
COc1ccc(-c2noc(CCC(=O)NC3CCN(Cc4ccccc4)CC3)n2)cc1,0.47,0.57,-61.3
C/C(=N\NC(=O)c1ccn[nH]1)c1cn(C)nc1C,-0.34,-1.16,19.4
CCOC(=O)C1=C(O)/C(=C/c2ccc(OCC(=O)O)c(OCC)c2)SC1=Nc1ccc(C)cc1,nt,nt,45.0
Cc1cccc(-n2ccnc2SCC(=O)Nc2nccs2)c1,-1.31,-0.34,nt
CCc1c(C#N)c(SCCC(=O)Nc2ccc(C)cc2)nc2c1C(=O)CC(C)(C)C2,-0.66,-0.59,-40.5
N#Cc1c(-c2ccccc2F)cc(-c2cccnc2)nc1N,-0.6,-0.36,27.6

Bioassay records deposited in PubChem BioAssay by several laboratories.
